S1P4 agonist – human S1P4 receptor agonism | O95977 | S1P4-expressing cell line, agonist reporter assay | 0.35% of 220,000 active | activation, % at 4.98 µM; in the data active = activation above about 11%;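 also: 0% = DMSO vehicle and 100% = reference agonist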
Target sequence (O95977 whole entry, looked up): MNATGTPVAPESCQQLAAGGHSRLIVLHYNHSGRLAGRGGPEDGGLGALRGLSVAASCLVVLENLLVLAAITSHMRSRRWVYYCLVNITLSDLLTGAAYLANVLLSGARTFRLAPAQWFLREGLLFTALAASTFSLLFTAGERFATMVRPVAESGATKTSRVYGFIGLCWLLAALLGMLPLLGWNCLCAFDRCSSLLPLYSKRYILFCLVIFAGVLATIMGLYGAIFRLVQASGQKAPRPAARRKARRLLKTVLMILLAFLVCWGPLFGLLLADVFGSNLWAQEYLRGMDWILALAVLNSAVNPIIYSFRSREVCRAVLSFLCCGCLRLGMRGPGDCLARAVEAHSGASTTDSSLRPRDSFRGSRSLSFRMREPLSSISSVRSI
NPY-Y1 antag – NPY-Y1 (human) receptor antagonism. inhibition, % at 3.6 µM. HEK293-CNG Y1 cells, membrane potential fluorescence; NPY at EC95, then isoproterenol. AID 1040. 1% of 200,000 active. P25929;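 active = inhibition above the campaign mean inhibition of all tested compounds plus 3 SD, cut at about 20% in these data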;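 also: 0% = DMSO wells given NPY plus isoproterenol and 100% = isoproterenol alone without NPY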
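material = HEK293 cells with Y1 receptor plus CNG channel | also added = NPY 25 nM then isoproterenol 1 µM plus Ro 20-1724 25 µM | schedule = dye 3 h, compound 60 min room temperature, stimulation 45 min | measured by = membrane potential fluorescence | benchmarks = high control isoproterenol alone, low control NPY with isoproterenol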
NPY-Y2 PAM-ag – potentiates or activates human NPY-Y2 receptor; 0.45% of 220,000 active; P49146; activation, % at 3.6 µM; cells expressing NPY-Y2, potentiator/agonist read-out; in the data active = activation above about 27%;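 also: cells stimulated with NPY near EC25 plus isoproterenol at EC100; 0% = vehicle plus submaximal agonist and 100% = vehicle plus saturating agonist; some results beyond the cut were filed as inactive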
TRPML3 ag – agonists of human TRPML3 channel. Q8TDD5. HEK293 TRPML3-YFP, Fluo-8 calcium fluorescence; 100% = the carbachol control signal. activation, % at 3 µM. 0.29% of 220,000 active. AID 1448;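 active = activation above its plate's cutoff, the mean activation of the plate's test wells plus 3 SD, cut at about 12% in these data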;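 also: 0% = DMSO only wells and 100% = carbachol wells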
Target sequence (Q8TDD5 whole entry, looked up): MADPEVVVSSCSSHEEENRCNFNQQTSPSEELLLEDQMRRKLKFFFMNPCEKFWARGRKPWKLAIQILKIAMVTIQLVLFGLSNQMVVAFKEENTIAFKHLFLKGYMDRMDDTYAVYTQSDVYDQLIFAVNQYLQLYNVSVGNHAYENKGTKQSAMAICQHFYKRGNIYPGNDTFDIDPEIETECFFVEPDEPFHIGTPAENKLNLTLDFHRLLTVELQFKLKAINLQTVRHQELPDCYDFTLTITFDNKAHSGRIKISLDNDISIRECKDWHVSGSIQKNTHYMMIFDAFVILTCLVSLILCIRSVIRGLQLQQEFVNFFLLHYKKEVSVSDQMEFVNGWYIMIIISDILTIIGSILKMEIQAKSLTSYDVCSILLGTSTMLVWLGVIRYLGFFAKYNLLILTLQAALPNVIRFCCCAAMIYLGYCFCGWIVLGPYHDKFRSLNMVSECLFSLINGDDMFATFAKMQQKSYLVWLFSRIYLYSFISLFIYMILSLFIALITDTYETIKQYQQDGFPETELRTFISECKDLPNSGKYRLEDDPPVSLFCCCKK
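Test system: HEK293 cells stably carrying human TRPML3-YFP; Doses: single dose, 3 µM final nominal compound, 0.3% DMSO final; Schedule: dye loading 1 h 37 °C then 30 min ambient, 125 s read; Technique: Fluo-8 calcium fluorescence; Benchmarks: high control carbachol 87 µM, low control DMSO.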
EP2 mod – modulators of human EP2 prostaglandin E2 receptor | EP2-expressing cells, cAMP HTRF FRET, PGE2 co-stimulation | P43116 | 0.83% of 260,000 active | induction, % at 25 µM;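 active = compounds whose cAMP rise, as percent of the full-agonist control response, exceeds 60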;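 also: rat C6 glioma line stably carrying human EP2 under a CMV promoter; the protocol text gives 20 µM as final concentration; 100% = response of wells given 1 µM PGE2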
S1P4 antagonist – human S1P4 receptor antagonism. inhibition, % at 4.98 µM. 0.26% of 220,000 active. O95977. AID 1510. S1P4-expressing cells, antagonist mode, reporter read-out; in the data active = inhibition above about 29%;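 also: 0% = wells stimulated with agonist and 100% = vehicle wells without agonist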
zfTRPN1 agonist – zebrafish TRPN1 (NompC) channel agonism; HEK293 zebrafish TRPN1-YFP, Fluo-8 calcium fluorescence; 100% = response to 87 µM carbachol; activation, % at 3 µM; 0.18% of 220,000 active; AID 1424;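 active = activation above its plate's cutoff, the mean activation of test wells on that plate plus 3 SD, cut at about 19% in these data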;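 also: 0% = DMSO alone and 100% = 87 µM carbachol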
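Material: zebrafish TRPN1-YFP in HEK293 cells. Doses: one dose of 3 µM, 0.3% DMSO. Incubation: dye 1 h 37 °C plus 30 min RT. Measured by: intracellular calcium fluorescence with Fluo-8.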
NPY-Y1 PAM-ag – human NPY-Y1 potentiation or agonism, primary screen | activation, % at 3.6 µM | 0.37% of 220,000 active | AID 1304 | NPY-Y1 expressing cells, potentiator/agonist activation | P25929; in the data active = activation above about 33%, passing the limit was not always enough;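 also: cells stimulated with NPY at EC10 then isoproterenol at EC100; 0% = low agonist plus stimulus and 100% = saturating agonist plus stimulus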
CHOP inhibitor – CHOP inhibition in unfolded protein response; CHO-K1 CHOP-promoter luciferase, tunicamycin-induced, 15-18 h; inhibition, % at 10 µM; 3.8% of 220,000 active; AID 2732;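 active = compounds that reduced the stress-induced luciferase reporter signal by more than about 70% of percent inhibition, limit read from the data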;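 also: 0% = tunicamycin plus vehicle and 100% = wells without tunicamycin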
Active calls of the source: *; / = no result given; & = joins results of further samples. Random draw from the library; about 6.5% have a hit in one of these screens.

SMILES	S1P4 agonist	NPY-Y1 antag	NPY-Y2 PAM-ag	TRPML3 ag	EP2 mod	S1P4 antagonist	zfTRPN1 agonist	NPY-Y1 PAM-ag	CHOP inhibitor
O=C(NC(=S)N1CCN(Cc2ccccc2)CC1)c1cccnc1	-1.2	0.0	5.4	0.5	-10.6	12.4	-0.6	-6.1	-14.6
O=P(CCO)(c1ccccc1)c1ccccc1	0.3	3.5	-11.5	0.2	30.7	-8.8	0.6	2.2	15.6
COc1ccc2cc(CN(Cc3ccco3)C(=S)NCC3CCCO3)c(=O)[nH]c2c1 (stereo not given)	1.5	-6.8	-15.3	0.8	-11.8	0.8	0.8	3.2	50.9
CCOC(=O)c1cnn(-c2cc(Oc3cccc(C)c3)ncn2)c1N	-1.7	4.7	5.0	0.5	8.5	-12.3	-1.3	-3.2	58.7
Cc1ccc(SCC(=O)NCCN2C(=O)CSC2=O)c(C)c1	-0.9	-3.2	4.5	-0.1	16.6	-1.3	-0.3	-2.3	27.5
COn1c(SCc2cccc(Cl)c2)nc2ccccc2c1=O	0.6	21.9*	-4.6	-0.9	24.4	-17.9	-0.8	-56.0	0.5
COc1ccc(CNC(=O)/C=C/c2cc([N+](=O)[O-])ccc2OC(F)F)cc1OC	-2.6	3.1	-17.5	0.2	-25.7	-0.8	0.1	-19.1	4.5
CSc1ncccc1C(=O)NCCc1ccccc1	0.7	5.5	-9.0	0.6	-9.7	-4.5	-1.2	2.9	-1.6
Cc1ccc(S(=O)(=O)N2CCCCC2C(=O)N2CCN(c3ccccc3F)CC2)cc1 (stereo not given)	0.9	0.7	-0.3	1.0	-5.1	0.4	-0.1	-0.9	1.1
O=[N+]([O-])c1ccccc1S(=O)(=O)NCc1ccc(F)cc1	0.7	-0.8	-6.2	-0.4	24.6	-0.5	-2.5	4.5	14.9
CCOC(=O)C(C)Oc1ccc2c(C)cc(=O)oc2c1C(C)=O (stereo not given)	0.6	-2.2	-9.2	0.2	21.1	-8.0	-0.6	6.7	-23.9
Cc1ccc(/C([O-])=C(/C(=S)NCc2ccc3c(c2)OCO3)[n+]2ccc(N(C)C)cc2)c(C)c1	1.1	2.7	1.5	1.1	24.1	-1.3	-0.3	10.9	21.2
Cc1cc(C)n(CCCN2C(=O)c3cccc4cccc(c34)C2=O)n1	0.6	-1.5	6.2	-0.2	-26.9	-9.7	0.1	7.8	4.5
CCOc1ccccc1N1CCN(Cc2ccc(Br)s2)CC1	-0.8	8.7	-0.8	-0.1	41.2	7.4	-0.6	3.7	-30.6
Cn1c(NC(=O)CC(C)(C)C)cc(=O)n(C)c1=O	45.5*	1.7	-8.0	-0.3	-0.1	-0.8	0.8	-3.2	-5.5
COc1ccc(S(=O)(=O)N2Cc3ccccc3CC2C(=O)N2CCOCC2)cc1OC (stereo not given)	1.3	-14.4	9.1	0.0	-1.7&-3.4	-14.8	0.1	-14.9	-22.1
S=c1[nH]nc([C@@H]2C[C@H]2c2ccccc2)n1-c1ccccc1	0.4	-2.7	6.9	0.1	6.3	-17.0	0.7	-24.0	10.6
COc1ccc(C=O)cc1Cn1cnc2c(cnn2C)c1=O	-1.8	-1.6	-1.3	1.1	-4.9	2.4	1.7	-2.5	2.3
CCNC(=O)Nn1c(C)nnc1C	1.9	-0.7	-1.4	0.9	-0.8	-5.5	0.4	-17.0	-32.5
Cc1ccccc1OCC(=O)Nc1ccccc1-c1ccccc1NC(=O)COc1ccccc1C	1.1	-1.7	22.5	0.2	48.9	-8.1	-0.8	12.2	18.9

A different layout for part of the listing above.
canonical_smiles,S1P4 agonist,NPY-Y1 antag,NPY-Y2 PAM-ag,TRPML3 ag,EP2 mod,S1P4 antagonist,zfTRPN1 agonist,NPY-Y1 PAM-ag,CHOP inhibitor
Cc1cc(C)n(CCCN2C(=O)c3cccc4cccc(c34)C2=O)n1,0.6,-1.5,6.2,-0.2,-26.9,-9.7,0.1,7.8,4.5
CCOc1ccccc1N1CCN(Cc2ccc(Br)s2)CC1,-0.8,8.7,-0.8,-0.1,41.2,7.4,-0.6,3.7,-30.6
Cn1c(NC(=O)CC(C)(C)C)cc(=O)n(C)c1=O,45.5*,1.7,-8.0,-0.3,-0.1,-0.8,0.8,-3.2,-5.5

In the list so far, these contain a nitro group on carbon:
SMILES	S1P4 agonist	NPY-Y1 antag	NPY-Y2 PAM-ag	TRPML3 ag	EP2 mod	S1P4 antagonist	zfTRPN1 agonist	NPY-Y1 PAM-ag	CHOP inhibitor
COc1ccc(CNC(=O)/C=C/c2cc([N+](=O)[O-])ccc2OC(F)F)cc1OC	-2.6	3.1	-17.5	0.2	-25.7	-0.8	0.1	-19.1	4.5
O=[N+]([O-])c1ccccc1S(=O)(=O)NCc1ccc(F)cc1	0.7	-0.8	-6.2	-0.4	24.6	-0.5	-2.5	4.5	14.9

(list continues)
SMILES	S1P4 agonist	NPY-Y1 antag	NPY-Y2 PAM-ag	TRPML3 ag	EP2 mod	S1P4 antagonist	zfTRPN1 agonist	NPY-Y1 PAM-ag	CHOP inhibitor
CNC(=O)CN(c1cccc2ccccc12)S(C)(=O)=O	-2.9	-1.9	2.9	0.4	3.2	-9.3	-0.7	4.3	10.9
O=[N+]([O-])c1ccc2sc(SCc3nc4ccccn4c3Br)nc2c1	2.6	0.5	2.9	0.2	8.2	-19.0	0.0	0.8	7.0
O=C(CCN1C(=O)C2C3C=CC(C3)C2C1=O)N1CC(=O)N(CCc2ccccc2)C(=O)C1 (stereo not given)	-0.1	3.3	-5.7	1.0	19.0	-12.0	1.1	-10.9	3.6
COc1cc(/C=N/NC(=O)c2ccc(F)cc2)ccc1OC(=O)c1ccco1	0.1	0.8	-1.4	0.5	-18.0	5.6	0.6	4.5	38.8
O=C(CCc1ccc(S(=O)(=O)NCc2ccccc2)cc1)NCc1cccnc1	0.8	-3.0	12.8	-0.1	12.1	-14.7	-0.4	12.0	24.0
COc1ccc2c([N+](=O)[O-])c(Cl)[nH]c2c1	2.5	-0.7	-2.9	0.8	26.6	-22.1	0.0	-0.6	6.9
CSc1nc(O)c(Cc2ccccc2)c(=O)[nH]1	1.8	6.8	5.8	-0.6	9.7	2.6	0.1	7.1	62.5
Cc1occc1C(=O)NNC(=O)c1ccccc1C(=O)O	-1.4	-2.6	10.6	0.6	-5.8	-6.5	-0.8	8.8	-30.4
COc1ccc(-c2c(NC(=O)c3ccco3)n(-c3ccc(C)cc3)nc(C)c2=O)cc1	1.2	/	-8.2	0.3	3.1	7.2	0.9	1.1	12.2
Cc1cc(C)c2nc3nc(C)c(C)cc3c(N)c2c1	-1.3	0.1	-4.9	-0.3	-12.9	-57.3	-0.1	17.2	29.5
Cc1ccc(C(OCC(O)CNC(C)c2ccccc2)c2ccccc2)cc1 (stereo not given)	-1.1	1.9	-13.3	1.6	26.6	-14.3	-0.2	-4.2	50.2
COc1cc(C2C(C(=O)/C=C/c3ccccc3)=C(O)C(=O)N2c2ccccn2)ccc1O (stereo not given)	0.2	-6.5	16.8	1.5	-12.1	-92.0	0.5	23.6	-20.3
CCCn1c(C)cc(/C=C(\C#N)C(=O)O)c1C	-0.5	-0.5	12.4	0.2	1.3	10.3	0.2	2.3	-1.7
CC(C)(C)c1ccc(C(=O)Nc2ccc(CN3CCS(=O)(=O)CC3)cc2)cc1	2.3	/	25.5	4.3	-22.5	-22.1	13.9	8.3	14.4
COc1ccc2c(c1)SC1=NCCS(=O)(=O)N12	-0.1	4.5	-12.9	0.7	0.1	-11.1	-0.4	1.6	40.3
CC1C2=C(CCCC2=O)N(c2cccc3ccccc23)C2=C1C(=O)CCC2	2.2	10.2	-2.2	0.1	/	-6.6	-1.6	-33.3	/
Cc1noc(C)c1C(=O)OCC(=O)NC(=O)NC12CC3CC(CC(C3)C1)C2	0.0	2.4	17.3	0.2	15.8	1.7	-0.1	1.4	81.2*
Cc1cccc(Cc2nnc(CCC(=O)N(C)C3CCOC3)o2)c1 (stereo not given)	0.8	2.2	-7.0	0.5	-3.1	-19.3	0.5	4.4	-17.6
CS(=O)(=O)c1ccc2nc(NC(NC(=O)c3ccco3)(C(F)(F)F)C(F)(F)F)sc2c1	-0.8	4.4	6.3	0.1	-4.8	-20.2	1.4	-27.9	-14.6
O=P(O)(CCc1ccncc1)CN1CCCCC1	-2.5	-0.7	-5.0	0.8	6.5	2.0	1.4	-3.6	-6.2
Cc1cc(=O)n2[nH]c(-c3ccccc3Cl)cc2n1	1.4	6.7	-1.7	0.4	-8.1	-6.7	-0.1	-8.7	22.6
COC(=O)C1C2C=CC3(CN(C(C)C)C(=O)C13)O2 (stereo not given)	2.9	2.7	-1.3	0.5	5.6&2.9	-8.6	0.1	-4.0	18.3
CC1C=CCC2C(=O)N(c3cc(Cl)ccc3O)C(=O)C12 (stereo not given)	1.1	-2.0	-3.5	1.0	38.7	-6.6	0.0	0.2	17.4
COc1ccc(CC(=O)Nn2c(-c3ccccc3)nc3ccccc3c2=O)cc1	1.1	5.5	-14.6	0.2	15.4	-55.0	1.6	-23.5	-15.4
Cc1cccc2nc(-c3cccnc3)c(NCCC(C)C)n12	0.8	21.8*	-7.2	-0.6	59.1	-17.7	-0.8	-0.1	59.8
S=c1[nH]nc(CCc2nc3ccccc3[nH]2)n1-c1ccccc1	1.3	1.8	-11.4	0.5	24.9	-5.6	0.8	-3.5	33.0
CCCNC(=O)c1ccc(CNc2c(N3CCC(C(=O)OCC)CC3)c(=O)c2=O)cc1	-0.2	5.7	14.4	1.3	9.3	-2.8	0.7	21.5	7.6
Cc1ccc(C23CC4CC(CC(C(=O)OCC(=O)NC5CCS(=O)(=O)C5)(C4)C2)C3)cc1 (stereo not given)	0.6	-6.2	-0.6	2.6	-4.0	14.0	0.5	20.5	53.5
CN1C2=NCCN2C(=O)c2cc(Cl)ccc21	0.2	/	1.3	-0.5	4.7	-3.5	0.2	0.2	-5.5
Cc1ccc2nc(-c3ccccc3Cl)cc(C(=O)Nc3cc(C)on3)c2c1	2.4	6.8	-8.8	-0.4	-3.1	4.2	-1.3	-22.8	8.4
COc1ccc(-n2nc3ccc(NS(C)(=O)=O)cc3n2)cc1Cl	0.5	3.3	19.6	0.5	5.2	-6.1	0.2	42.1*	28.7
O=C1/C(=C\c2ccco2)CCC/C1=C\c1ccco1	1.1	1.5	-8.7	1.0	36.6	-8.9	0.2	9.7	87.4*
CCOC(=O)c1[nH]c2ccc(F)cc2c1NC(=O)CN1CCc2cc(OC)c(OC)cc2C1	2.2	-1.7	-9.8	0.1	-61.3	-10.6	1.6	-20.0	38.2
CN(C)CCNC(=O)Cn1nc(C(F)F)cc1C1CC1	-0.7	-3.3	-11.6	1.2	6.3	-25.9	-0.1	-6.2	11.8
c1coc(-c2nnc3sc(-c4cccs4)nn23)c1	-3.1	-4.9	-15.8	-0.5	8.3	2.5	1.2	-9.5	23.2

High-throughput results: PubChem BioAssay, several laboratories
